# Screening data from PubChem.
# aSyn yeast rescue – rescues yeast growth from alpha-synuclein toxicity | S. cerevisiae alpha-synuclein toxicity rescue, BacTiter-Glo growth, 24 h | actives 0.02% (n = 94,000) | Potency, µM (titrated, usually from 46.1 µM), for inactives: top-dose growth rescue (activation), most hits filed as activators; active means well fitted activation curve with a large enough effect; inconclusive means small, poorly fitted or top-dose-only effect; further: 0% is about no effect
#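 Growth restoration measured by BacTiter-Glo luminescence after 24 hr at 30 deg C; alpha-synuclein yeast, raffinose-pregrown to mid-log, were added at OD600=0.02 in galactose medium onto pinned compounds.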
# An asterisk follows results filed as active; u = inconclusive; [ ] = remark or other dose. Potency means the concentration at half of the fitted maximal effect.
SMILES	aSyn yeast rescue
COc1ccc(NS(=O)(=O)c2cccc(C(=O)N3CCCC3)c2)cc1	-5%
COc1ccc(S(=O)(=O)N2CCOC2CNC(=O)C(=O)NCCCn2ccnc2)cc1OC (stereo unspecified)	2%
COc1ccc(C(=O)/C=C/c2cn(CC(O)CN3CCc4ccccc43)c3ccccc23)cc1 (stereo unspecified)	16%
Cc1cccc(CN2CCC(CNC(=O)c3c(C)oc4ncnc(N5CCCCC5)c34)CC2)c1	-6%
CC12CCC(=O)N1C(C(=O)NCCN1C(=O)S/C(=C\c3ccc(F)cc3)C1=O)CS2 (stereo unspecified)	12%
Cc1ccc(-n2c(CCC(=O)O)ccc2-c2cccs2)cc1Cl	20%
CC(C)C[C@H]1COc2cc(Br)ccc2S(=O)(=O)N1	8%
Cc1ccc(C(=O)N2CCN(c3ccc([N+](=O)[O-])c(NCc4cccnc4)c3)CC2)cc1	0%
COc1ccc(N(CC(=O)NCc2ccccc2OC)S(=O)(=O)c2c(C)nn(C)c2C)cc1	3%
COc1ccccc1CNC(=O)C(=O)NCC(c1cccs1)S(=O)(=O)c1cccs1 (stereo unspecified)	-3%
CCCOc1ccc(CNC(=O)c2[nH]c3cc(OC)ccc3c2Sc2ccccc2)cc1	2%
CCOC(=O)c1c(C)[nH]c(C)c1S(=O)(=O)N(C)CC(=O)Nc1cccc(Cl)c1C	-9%
CC(=O)c1cc(Cl)ccc1OCC(=O)NC1CCCC1	11%
COc1ccc(-c2onc(C)c2C)cc1S(=O)(=O)NCC1CCN(Cc2cccc(F)c2)CC1	6%
CNC(=O)c1ccc(NC(=O)COc2ccc(-c3nn(C)c(=O)c4ccccc34)cc2)cc1	3%
COc1ccc(-c2ccc(CN3C(CC(C)C)C(=O)N(Cc4cn(CCC5OCCCO5)nn4)CCS3(=O)=O)cc2)cc1OC (stereo unspecified)	-7%
COc1cccc(-n2c(SCC(=O)Nc3nnc(C)s3)nc3c([nH]c4ccccc43)c2=O)c1	9%
CNC(=O)N(O)C1N(/N=C/c2cccs2)C(=S)SC1(C)C (stereo unspecified)	-5%
Nc1c(CNCc2nnn(Cc3ccccc3)c2N)nnn1Cc1ccccc1	1%
N#C/C(=C\c1ccc(-c2ccc(F)cc2F)o1)c1nc2ccccc2[nH]1	-20%

# New compounds follow.
SMILES	aSyn yeast rescue
O=C(O)CCCCCNS(=O)(=O)/C=C/c1ccccc1	3%
Nc1ccc2c(c1)C(=O)CCC2	-11%
COc1ccc(-c2onc(C)c2C)cc1S(=O)(=O)N(C)Cc1ccco1	7%
COc1ccc2c(c1)cc1c(=O)n(CC(=O)NCCCc3ccccc3)nc(C)n12	4%
CCOc1ccc(CNC(=O)C(C)n2ncn3cccc3c2=O)cc1 (stereo unspecified)	-2%
Cc1c(Nc2ccc3nonc3c2[N+](=O)[O-])c(=O)n(-c2ccccc2)n1C	-1%
CC(C)c1ccc(N(CC(=O)NCc2ccco2)C(=O)CCC(=O)Nc2nccs2)cc1	-6%
O=C(C1CCN(S(=O)(=O)c2cc(Cl)ccc2Cl)CC1)N1CCOCC1	-4%
CCOC(=O)C(C)Oc1cccc2c(=O)n(CC(=O)N3CCN(C(=O)OCC)CC3)ccc12 (stereo unspecified)	-3%
CCN(CC)CC#CCOC(c1ccccc1)c1ccccc1	-3%
CCOC(=O)c1csc(N/N=C2\CCCc3ccccc32)n1	3%
CCn1c(=O)c2cc(C(=O)N(CC(C)C)CC(C)C)sc2c2ccccc21	-16%
COc1ccccc1/C=N/NC(=O)c1cccc(NC(=O)c2ccccc2C)c1	0%
COc1ccc(-c2nc(CCNC(=O)c3ccco3)cs2)cc1OC	8%
CCN(C(=O)CN1C(=O)S/C(=C\c2ccccc2Cl)C1=O)C1CCS(=O)(=O)C1 (stereo unspecified)	13%
COc1cccc(-n2c(=O)c3ccccc3n3c(=S)[nH]nc23)c1	-5%
Cc1cccc(-c2nnn3c2nc(NCCc2ccc(S(N)(=O)=O)cc2)c2cc(Cl)ccc23)c1	-2%
COc1ccc(CCNC(=O)c2ccc(CSCc3ccc(C)cc3)o2)cc1OC	-28%
Cc1cccc(N2CCN(C(=O)CCNS(=O)(=O)c3ccc4c(c3)CCN4C(=O)C3CC3)CC2)c1C	3%
CCOc1ccc(C(=O)COC(=O)Cn2[nH]c(=O)c3ccccc3c2=O)cc1	2%

# Sorted by molecular weight (smallest number first): some entries from above.
SMILES	aSyn yeast rescue
CCN(CC)CC#CCOC(c1ccccc1)c1ccccc1	-3%
CC(C)C[C@H]1COc2cc(Br)ccc2S(=O)(=O)N1	8%
CNC(=O)N(O)C1N(/N=C/c2cccs2)C(=S)SC1(C)C (stereo unspecified)	-5%
Cc1ccc(-n2c(CCC(=O)O)ccc2-c2cccs2)cc1Cl	20%
COc1ccc(-c2nc(CCNC(=O)c3ccco3)cs2)cc1OC	8%
COc1ccccc1/C=N/NC(=O)c1cccc(NC(=O)c2ccccc2C)c1	0%
Cc1ccc(C(=O)N2CCN(c3ccc([N+](=O)[O-])c(NCc4cccnc4)c3)CC2)cc1	0%
CCOC(=O)c1c(C)[nH]c(C)c1S(=O)(=O)N(C)CC(=O)Nc1cccc(Cl)c1C	-9%
COc1ccc(C(=O)/C=C/c2cn(CC(O)CN3CCc4ccccc43)c3ccccc23)cc1 (stereo unspecified)	16%
CCOC(=O)C(C)Oc1cccc2c(=O)n(CC(=O)N3CCN(C(=O)OCC)CC3)ccc12 (stereo unspecified)	-3%
COc1ccc(N(CC(=O)NCc2ccccc2OC)S(=O)(=O)c2c(C)nn(C)c2C)cc1	3%
COc1cccc(-n2c(SCC(=O)Nc3nnc(C)s3)nc3c([nH]c4ccccc43)c2=O)c1	9%
COc1ccc(S(=O)(=O)N2CCOC2CNC(=O)C(=O)NCCCn2ccnc2)cc1OC (stereo unspecified)	2%
Cc1cccc(-c2nnn3c2nc(NCCc2ccc(S(N)(=O)=O)cc2)c2cc(Cl)ccc23)c1	-2%
Cc1cccc(N2CCN(C(=O)CCNS(=O)(=O)c3ccc4c(c3)CCN4C(=O)C3CC3)CC2)c1C	3%

# Additional records follow:
SMILES	aSyn yeast rescue
CN(C)S(=O)(=O)c1ccc(C(=O)OCC2CC2(Cl)Cl)cc1 (stereo unspecified)	6%
CCOc1ccccc1NC(=O)C1CCN(S(=O)(=O)c2cc(Br)cc3c2N(C(C)=O)CC3)CC1	-2%
CCc1ccc(OCc2nc(-c3ccc(-n4cccc4)cc3)no2)cc1	1%
CC(C)N(Cc1nc(-c2ccccc2)no1)C(=O)COc1ccccc1	-1%
Cc1ccc(CNC(=O)c2c3c(nc4ccccc24)C(=O)N(C2CCCCC2)C3)cc1	5%
O=C(CNC(=O)c1ccc(Cl)cc1)OCc1cc(=O)n2nc(C3CC3)sc2n1	4%
Cc1cccc(OCC(=O)NCCNC(=O)c2ccncc2)c1	3%
Cc1cccc(NC(=O)COc2cccc3c2CCN(C)C3=O)c1C	16%
COc1ccccc1CNC(=O)C1CCCN(c2nnc(-n3c(C)ccc3C)s2)C1 (stereo unspecified)	-7%
Cc1ccc(CN(Cc2ccco2)C(=O)c2ccccc2Cl)o1	9%
O=[N+]([O-])c1cccc(-c2nnc(C34CC5CC(CC(C5)C3)C4)o2)c1	-5%
COc1ccc(C(=O)c2sc(Nc3cc(Cl)ccc3C)nc2N)cc1OC	8%
Cc1ccc(C(=O)c2c(N)c(C(=O)Nc3ccccc3Cl)c3ccccn23)cc1	-4%
CCCCCn1c(=NC(=O)c2cccnc2)c(C#N)cc2c(=O)n3cccc(C)c3nc21	0%
Cc1c(C(=O)NCc2ccccc2Cl)sc2nc[nH]c(=O)c12	3%
Fc1ccc(-c2nn(-c3ccccc3)cc2CNCc2ccccc2)cc1	-17%
CCCNC(=O)CS(=O)Cc1nc(-c2cccc(OC)c2)oc1C (stereo unspecified)	4%
Cc1ccc(C2c3c(-c4cc(C)ccc4O)n[nH]c3C(=O)N2Cc2ccco2)cc1 (stereo unspecified)	23%
Cn1c(Cn2cnc([N+](=O)[O-])n2)nnc1SCC(=O)Nc1cccc(Cl)c1	5%
Cc1ccc(S(=O)(=O)N2CCCc3ccccc32)cc1	-2%

# Additional entries follow:
SMILES	aSyn yeast rescue
O=C(NNC(=O)c1ccc([N+](=O)[O-])cc1)c1ccc(F)cc1	4%
Cc1cc(SCC(=O)N/N=C/c2ccccc2C(=O)O)c(C)cc1Br	-4%
CCOc1ccc(CN2C(=O)c3ccccc3Sc3ccc(C(=O)O)cc32)cc1	-9%
COc1ccccc1NC(=S)N1CCN(c2ncccn2)CC1	9%
CCc1ccc(NC(=O)NCCc2c(C)nn(C)c2C)cc1	-2%
COC(=O)/C(C#N)=C/c1c(-c2ccccc2)nc2n1CCS2	-9%
COc1ccccc1-n1cnnc1SCC(=O)Nc1cccc(S(N)(=O)=O)c1	-6%
Cc1cccc(NC(=O)CSc2nnc(CNC(=O)c3c(F)cccc3Cl)o2)c1C	8%
CC(=O)NC(c1ccc(Cl)cc1Cl)c1ccc2cccnc2c1O (stereo unspecified)	u
CCCc1nn2c(=O)cc(COC(=O)c3ccc4c(c3)OCO4)nc2s1	-5%
O=C(O)CSc1nnc(Nc2ccccc2)n1-c1ccccc1	11%
COc1ccc(Cl)cc1NC(=O)C/C(C)=N/NC(=O)COc1ccc(C)cc1	1%
CCN(CC(=O)Nc1c(F)cccc1F)C(=O)CN1c2cccc3cccc(c23)S1(=O)=O	-1%
Cc1ccc(C)c(N2CCN(S(=O)(=O)c3c(C(=O)N4CCC(C)CC4)c(C)n(C)c3C)CC2)c1	14%
COc1ccc2c(c1)CCc1c(C(=O)Nc3cc(C)ccc3O)noc1-2	-11%
COc1cc(/C=N\NC(=O)c2c(C)nc3cc(C)ccn23)ccc1O	-5%
O=C(O)c1cccc(S(=O)(=O)Nc2ccccc2Cc2ccccc2)c1	1%
Cc1ccc(-c2nn(CC(=O)NC3CCCC3)c3c2cnc2ccc(F)cc23)cc1C	-3%
COc1cccc(C(=O)NNC(=O)c2ccc(NS(=O)(=O)c3cccs3)cc2)c1OC	2%
COc1ccc2oc(=O)cc(CN3CCN(c4ccccc4OC)CC3)c2c1	-3%

# Further records:
SMILES	aSyn yeast rescue
O=C(COc1ccccc1)Nc1nnc(S(=O)(=O)N2CCCC2)s1	2%
O=C(N/N=C/c1cccn1-c1ccc([N+](=O)[O-])cc1)c1cccnc1	9%
O=C(CCCn1ccc2cc(S(=O)(=O)N3CCCC3)ccc21)NCc1ccc(Cl)cc1	8%
COc1cccc(NC(=O)N2CCN3CCCCC3C2)c1 (stereo unspecified)	-16%
COc1cccc(C(=O)Nc2nc3nc(C)c(C)c(=O)n3[nH]2)c1	2%
CC(C)Oc1ccc(C(=O)N2CCC(c3nc4ccccc4o3)CC2)cc1	-6%
CCc1cccc(NC(=O)CN(c2ccc(C)cc2)S(=O)(=O)c2cccs2)c1	7%
Cc1c(NC(=O)/C(=C/c2cccs2)NC(=O)c2ccccc2)c(=O)n(-c2ccccc2)n1C	1%
O=C(Nc1ccc(-c2nc3ccccc3o2)c(O)c1)c1cc(Cl)ccc1Cl	-10%
Cc1cc2oc3c(c(=O)c2cc1C)C(c1ccc(C(C)C)cc1)N(CCCN1CCOCC1)C3=O (stereo unspecified)	-44%[inhibitor]
CCN(CC)CCNC(=O)c1ccc(NC(=O)c2ccc(Cl)c(S(=O)(=O)N3CCCCCC3)c2)cc1	5%
FC(F)(F)c1cnc(-c2cnc(-c3cccnc3)nc2)c(Cl)c1	1%
Nc1c(C(=O)Nc2ccc(OC(F)(F)F)cc2)sc2nc(-c3ccncc3)ccc12	-15%
Cc1cccc(-n2nc(C)c(C(=O)Nc3cc(C)ccc3C)c2-n2cccc2)c1	5%
CCOC(=O)C(C(=O)c1ccccc1)C(c1ccccc1)c1nccc2ccccc12 (stereo unspecified)	-2%
Nc1ccn(CCCN2CCN(Cc3cccc4ccccc34)CC2)c(=O)n1	-1%
COc1ccc(Cc2nnc(C(=O)NCCCN3CCN(c4ccccc4F)CC3)o2)cc1OC	-8%
COc1cc(COc2ccc(-c3nnco3)cc2)ccc1OC(F)F	-5%
Cc1ccc(OCC(=O)Nc2ccc(Cl)c(-c3nc4ncccc4o3)c2)cc1C	0%
CN1C(=O)Cc2cc(S(=O)(=O)NCc3cccs3)ccc21	2%

# (more compounds)
SMILES	aSyn yeast rescue
O=C(c1ccco1)N1CCN(C(=O)c2ccc(CS(=O)c3ccc(Br)cc3)o2)CC1 (stereo unspecified)	-3%
CCOc1ccc(NC(=O)COC(=O)c2c[nH]c3ccccc23)cc1	-9%
CC(C)C12CN3CC(C(C)C)(CN(C1)C3c1ccc(OCc3ccccc3)cc1)C2=O (stereo unspecified)	-5%
COC(=O)C[C@H]1C[C@@H]2c3cc(NS(=O)(=O)c4cccc(OC)c4)ccc3O[C@@H]2[C@@H](CO)O1	0%
Cc1ccc(S(=O)(=O)N2CCCCC2)cc1NC(=O)COC(=O)c1cccc(O)c1	7%
O=C(NC1CCCCC1)c1cc(N2C(=O)CCC2=O)ccc1Cl	0%
COc1ccc(C(=O)NNc2ncnc3c2cnn3-c2ccc(C)c(Cl)c2)cc1	-10%
CCOc1ccc(C(=O)Nc2c(C(=O)Nc3ccccc3OC)oc3ccccc23)cc1OCC	-7%
CCc1nnc(NC(=O)CSc2ccc(-c3ccccc3OC)nn2)s1	3%
Cc1cn2c(=O)cc(COC(=O)c3ccc(NC(=O)c4ccc(F)cc4)cc3)nc2s1	11%
CC(CNC(=S)Nc1cc(F)cc(F)c1)CSc1ccc(Cl)cc1 (stereo unspecified)	-27%
COc1ccc(CNC(=O)Cc2c(C)c3cc4c(C)coc4cc3oc2=O)cc1OC	6%
Cc1nn(CC(=O)Nc2cc(F)ccc2F)c(=O)c2cccn12	2%

# A portion of the library, so the mix of outcomes need not match the whole.
